Source: PubChem
SW480 rerep – induces DNA re-replication in SW480 colon adenocarcinoma cells | SW480 DNA re-replication, Hoechst DNA content imaging, 48 h | AID 624297 | 1.8% of 340,000 active | Potency, µM (top dose mostly 46.1 µM), for the others: top-dose re-replication activation, actives largely listed as activators; note: potency is the fitted concentration of half-maximal effect; % of control where 0% means no effect; nearly all actives have a fitted effect of over 55% in size
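Hoechst fluorescence of nuclei (405 nm excitation, 500-530 nm emission) measured by plate-scanning imager after 48 hr compound exposure at 37 C; re-replication scored as increased number of nuclei with elevated intensity.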
KB-3-1 tox – kills parental KB-3-1 adenocarcinoma cells | KB-3-1 viability, CellTiter-Glo ATP luminescence, 72 h | 1.4% of 400,000 active | AID 1347075 | Potency, µM (titrated, usually from 46.1 µM), for inactives: at the top dose activity change, negative = cytotoxic, most hits filed as cytotoxic; note: potency is the fitted concentration of half-maximal effect; % is set by controls: 0 for no effect and ±100 for the full control effect; nearly all actives have a fitted effect of over 60% in size
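KB-3-1 parental drug-naive adenocarcinoma cells in DMEM/10% FBS, incubated 72 h at 37 C with pin-transferred compounds across a concentration series. Viability by CellTiter-Glo luminescence; concentration-response curves fitted after normalization.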
KB-V1 cytotox – kills drug-selected multidrug resistant KB-V1 cells; AID 1347076; 3.4% of 400,000 active; Potency, µM (doses to about 46.1 µM), for the others: at the top dose activity change, negative = cytotoxicity, actives largely listed as cytotoxic; KB-V1 MDR cells viability, CellTiter-Glo, 72 h; note: potency is the fitted concentration of half-maximal effect; % is set by controls: 0 for no effect and ±100 for the full control effect; nearly all actives have a fitted effect of over 60% in size
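KB-V1, DMEM (no phenol red) + 10% FBS; cpd pin-transferred, titration series; 72 h, 37 degrees C; CellTiter-Glo, luminescence. Data normalized, curve-fit.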
S2 tox – reduces viability in counter-screen for ATXN expression inhibitors | 0.49% of 400,000 active | Potency, µM (doses to about 56.7 µM), hits mostly cytotoxic | S2 cells (HEK-293 line with an ATXN2-luciferase reporter) viability, CellTiter-Fluor protease fluorescence, 24 h; note: potency is the fitted concentration of half-maximal effect; nearly all actives have a fitted effect of over 40% in size
IL1B secr inh – inflammasome signaling inhibition, IL-1 beta readout | activity change, % at 57.5 µM | THP-1 LPS/ATP IL-1B secretion, AlphaLISA, 16 h; active compounds read low | AID 743279 | 4.7% of 360,000 active; in the data active = activity change below about -50%; inconclusive = mostly about -30% to -49%; note: % is set by controls: 0 for no effect and ±100 for the full control effect
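THP-1 cells pretreated 1 hr with compounds (up to 57.5 uM final), then stimulated with LPS (250 ng/mL final) plus ATP (1.25 mM final); secreted IL-1B measured by AlphaLISA after 16 hr, decreased signal indicating inhibition.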
HT1080-NT tox – kills 2HG-producing HT-1080-NT fibrosarcoma cells | HT-1080-NT fibrosarcoma viability, CellTiter-Glo ATP luminescence, 48 h | Potency, µM (doses to about 46.1 µM), for inactives: top-dose activity, negative = less viability, actives largely listed as cytotoxic | 1.6% of 360,000 active | AID 686970;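 note: NT is the 2HG producing partner of a matched IDH1 knockdown line; potency is the fitted concentration of half-maximal effect; 0% = DMSO-treated cells and -100% = media-only wells without cells; nearly all actives have a fitted effect of over 55% in size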
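A 48-hour cytotoxicity screen used HT-1080-NT cells plated 2 hours before compound delivery. ATP-based CellTiter-Glo luminescence measured viability, normalized to DMSO and no-cell controls.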
ATXN2 expr inh – ATXN2 expression inhibition; HEK-293 ATXN2-luciferase reporter, luminescence, 24 h; Potency, µM (highest dose often 57 µM), for the others: at the top dose activity change, negative = inhibition, actives largely listed as inhibitors; 0.72% of 360,000 active; note: potency is the fitted concentration of half-maximal effect; % is set by controls: 0 for no effect and ±100 for the full control effect; nearly all actives have a fitted effect of over 55% in size
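ATXN2-luciferase reporter cells (luciferase flanked by upstream and downstream ATXN2 gene portions) were treated 24 h at 37 °C with compounds at up to 57 uM. SteadyGlo luminescence gave expression; GF-AFC fluorescence gave viability.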
MCF10A rerep – DNA re-replication induction in MCF 10a cells | 2.9% of 350,000 active | Potency, µM (highest dose often 46.1 µM), without a hit: at the top dose activity, positive = re-replication, actives largely listed as activators | MCF 10A DNA re-replication, Hoechst nuclear intensity, 48 h | AID 624296; note: potency is the fitted concentration of half-maximal effect; % of control where 0% means no effect; nearly all actives have a fitted effect of over 50% in size
HT1080 IDH1KD tx – kills HT-1080 cells with IDH1 knockdown | HT-1080 IDH1 knockdown viability, ATP luminescence, 48 h | Potency, µM (top dose mostly 46.1 µM), for inactives: top-dose activity, negative = toxicity, most hits filed as cytotoxic | 2% of 360,000 active;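 note: potency is the fitted concentration of half-maximal effect; 0% = DMSO wells and -100% = cell-free medium wells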
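After a 2 h attachment period, IDH1KD HT-1080 cells took pin-transferred compound for 48 h at 37 °C; ATP-based luminescence after 10 min room-temperature reagent incubation reported viability.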
The depositor's hits bear a star; i = inactive; ? = inconclusive; / = not tested or not shown; & = joins results of further samples; [ ] = another dose, or the depositor's remark. Unless noted, calls come from the whole dose curve; as a rule, active = well fitted curve in the direction sought with a large enough effect; inconclusive = small, poorly fitted or top-dose-only effect, or another doubt; inactive = no such curve, though single readings can be large; an effect the other way counts as inactive or inconclusive.

No.	structure	SW480 rerep	KB-3-1 tox	KB-V1 cytotox	S2 tox	IL1B secr inh
1	COC(=O)c1cc(OC)c(OC)cc1NC(=O)CSc1nnc(-c2cccnc2)n1C	-16%	21%	-5%	i	11
2	CC(C)Oc1ccc(CNC(=O)C2CCCN(S(=O)(=O)N3CCOCC3)C2)cc1 (stereo not drawn)	-1%	-29%	0%	i	-1
3	C/C(CC(=O)Nc1ccc(C)c(Cl)c1)=N\NC(=O)C1CCCCC1	-17%	27%	3%	i	-3
4	CCOC(=O)C1CCCN(C(=O)CN2C(=O)NC(C)(c3ccc4ccccc4c3)C2=O)C1 (stereo not drawn)	14%	-1%	0%	i	-26
5	CCOC(=O)C1(C)CCN1C(=O)c1cccc(OC(F)(F)F)c1 (stereo not drawn)	/	-12%	-18%	i	9
6	Brc1cc2c(cc1CN1CCc3ccccc3C1)OCO2	-2%	4%	12%	i	10
7	O=C(CN1N=C(c2ccccc2)CCC1=O)NCCN1CCc2ccccc2C1	-10%	9%	9.2µM*	i	8
8	Nc1ncnc2oc(-c3ccco3)c(-c3ccco3)c12	-3%	9%	21µM*	i	-23
9	Cc1ccc(S(=O)(=O)c2nnn3c2nc(Nc2cccc(C)c2)c2ccccc23)cc1	-1%	?	-2%	i	1
10	Cc1ccc(/C=N/n2c(-c3ccncc3)n[nH]c2=S)s1	1%	8%	-4%	i	12

No.	HT1080-NT tox	ATXN2 expr inh	MCF10A rerep	HT1080 IDH1KD tx
1	7%	4%	0%	1%
2	-2%	-9%	0%	0%
3	-11%	-3%	-15%	7%
4	-19%	-7%	1%	-16%
5	4%	7%	/	5%
6	5%	/	0%	7%
7	-2%	-5%	-5%	0%
8	?	?	6%	?
9	12%	-23%	?	24%
10	1%	4%	8%	2%

Next results follow.
No.	structure	SW480 rerep	KB-3-1 tox	KB-V1 cytotox	S2 tox	IL1B secr inh
11	COc1ccc(C(=O)n2nc(-c3ccc(Cl)cc3)nc2N)cc1OC	-2%	-18%	13%	i	-25
12	COc1ccc(/C=C(\NC(=O)c2cccs2)C(=O)N2CCOCC2)cc1OC	0%	10%	-4%	i	2
13	Cc1ccc(O)c(NC(=S)NC(=O)/C=C/c2ccccc2)c1	-8%	0%	?	i	-14
14	CN(C)c1cccc(C(=O)OCC(=O)Nc2ccccc2Cl)c1	-23%	11%	-12%	i	-6
15	Cc1cc(C)c2sc(NC(=O)c3ccc([N+](=O)[O-])o3)nc2c1	?	?	25%	?	?
16	O=[N+]([O-])c1ccccc1S(=O)(=O)Oc1ccc(C(=S)N2CCOCC2)cc1	-2%	0%	-57%	i	?
17	CCOC(=O)C(C)Sc1nc(-c2cccs2)ccc1C#N (stereo not drawn)	?	?	?	?	27
18	CC1=C(C(=O)Nc2ccccc2)C(c2ccccn2)n2ncnc2N1 (stereo not drawn)	1%	16%	16%	i	8
19	O=c1[nH]cnc2scc(-c3cccs3)c12	-5%	5%	-29%	i	18
20	COc1cc(OC)cc(C(=O)N2CCC(N3CCN(c4ccccc4)CC3)CC2)c1	3%	1%	-16%	i	-25

No.	HT1080-NT tox	ATXN2 expr inh	MCF10A rerep	HT1080 IDH1KD tx
11	-2%	7%	28%	6%
12	16%	-17%	10%	22%
13	6%	/	0%	6%
14	1%	-24%	-2%	3%
15	13%	-23%	21µM*	15%
16	-4%	10%	-3%	-5%
17	-13%	-7%	?	-1%
18	1%	1%	3%	0%
19	?	0%	0%	21%
20	13%	-8%	11%	-6%

Entries of single compounds as entered above. Values in the order: SW480 rerep	KB-3-1 tox	KB-V1 cytotox	S2 tox	IL1B secr inh	HT1080-NT tox	ATXN2 expr inh	MCF10A rerep	HT1080 IDH1KD tx
CCOC(=O)C1(C)CCN1C(=O)c1cccc(OC(F)(F)F)c1 (stereo not drawn) reads /	-12%	-18%	i	9	4%	7%	/	5%
O=c1[nH]cnc2scc(-c3cccs3)c12 reads -5%	5%	-29%	i	18	?	0%	0%	21%
COC(=O)c1cc(OC)c(OC)cc1NC(=O)CSc1nnc(-c2cccnc2)n1C reads -16%	21%	-5%	i	11	7%	4%	0%	1%
COc1ccc(C(=O)n2nc(-c3ccc(Cl)cc3)nc2N)cc1OC reads -2%	-18%	13%	i	-25	-2%	7%	28%	6%

The results go on.
No.	structure	SW480 rerep	KB-3-1 tox	KB-V1 cytotox	S2 tox	IL1B secr inh
21	O=C(CN1C(=O)COc2ccc(S(=O)(=O)NC3CCCC3)cc21)Nc1ccc(Cl)cc1F	/	-2%	5%	i	/
22	CCN(c1ccccc1)S(=O)(=O)c1nnc(NC(=O)C(C)Oc2ccccc2)s1 (stereo not drawn)	/	-14%	-2%	i	/
23	CCN1CCN(C(=O)c2ccccc2N(Cc2ccccc2)S(=O)(=O)c2ccc(C)cc2)CC1	12%	-5%	?	i	-68*
24	CCOC(=O)NCCc1ccc(OC)cc1	0%	21%	0%	i	-15
25	COc1ccc(F)cc1S(=O)(=O)Nc1cccc(-c2ccc(N3CCC(C)CC3)nn2)c1	/	-20%	-17%	?	/
26	COCCCNC(=O)CSC1=Nc2ccccc2C2=NC(c3ccccc3)C(=O)N12 (stereo not drawn)	-6%	7%	-1%	i	0
27	COC(=O)c1c(NC(=O)c2ccc([N+](=O)[O-])o2)sc2c1CCN(C(C)C)C2	2.3µM*	6.5µM*	15µM*	?	-97*
28	COc1ccc(C(=O)N2CCN(S(=O)(=O)c3ccc4c(c3)OCCO4)CC2)cc1OC	2%	19%	1%	i	-26
29	O=S(=O)(NCCCN1CCN(c2ccccc2F)CC1)c1cccc2cccnc12	-1%	-9%	-1%	i	2
30	COc1ccc(-c2cc(C(F)(F)F)n3nc(C(=O)NCCCn4ccnc4)cc3n2)cc1	?	11%	9%	i	-59*

No.	HT1080-NT tox	ATXN2 expr inh	MCF10A rerep	HT1080 IDH1KD tx
21	/	-2%	/	/
22	/	6%	/	/
23	-17%	-4%	-1%	-11%
24	23%	12%	4%	?
25	/	-15%	/	/
26	-2%	4%	2%	-3%
27	21µM*	?	2.9µM*	4.6µM*
28	-2%	-9%	-4%	-10%
29	-5%	-20%	-2%	-3%
30	-2%	-19%	13µM*	-1%

Further results follow:
No.	structure	SW480 rerep	KB-3-1 tox	KB-V1 cytotox	S2 tox	IL1B secr inh
31	Cc1cc(C)c(S(=O)(=O)N2CCC(N3CCN(Cc4ccc(F)cc4)C(=O)C3=O)CC2)c(C)c1	/	1%	-15%	i	/
32	COc1ccccc1CN(C)C(=O)C(c1ccccc1)c1ccccc1	?	?	21µM*	i	-82*
33	NC(=O)c1ccc(NC(=O)CSc2nnc(-c3ccncc3)n2Cc2ccco2)cc1	-15%	7%	6%	?	17
34	CC(=O)N1CCCc2cc(S(=O)(=O)N3CCN(c4ccccc4F)CC3)ccc21	/	?	-25%	i	/
35	CCOc1cc(/C=C\c2nc(O)c([N+](=O)[O-])c(=O)[nH]2)ccc1OC(C)CC (stereo not drawn)	-1%	2%	-11%	i	-7
36	COc1ccc(CN2C[C@@H](CO)O[C@@H](n3cnc4c(NCc5ccc(F)cc5)ncnc43)C2)cc1	/	0%	1%	i	28
37	CC1/C(=N/O)CC(c2ccccc2)N(C)C1c1ccccc1 (stereo not drawn)	?	-10%	-21%	i	38
38	COc1ccc(C2C(C(=O)Nc3cccnc3)=C(C)Nc3nc(-c4cccs4)nn32)cc1OC (stereo not drawn)	14%	22%	?	i	10
39	Cc1ccc(NS(=O)(=O)c2c(C)[nH]c(C)c2C(=O)N2CCCCC2)c(Br)c1	0%	2%	4%	i	-16
40	O=C(CCl)Nc1ccc(Sc2ccc(NC(=O)CCl)cc2)cc1	4.6µM*	?	?	11µM*	-101*

No.	HT1080-NT tox	ATXN2 expr inh	MCF10A rerep	HT1080 IDH1KD tx
31	/	4%	/	/
32	?	-24%	?	16µM*
33	8%	-25%	1%	13%
34	/	-11%	/	/
35	1%	/	-2%	8%
36	-3%	-9%	/	-19%
37	-5%	7%	?	11%
38	3%	9%	0%	3%
39	-2%	0%	4%	2%
40	?	?	6.5µM*	?

More entries:
No.	structure	SW480 rerep	KB-3-1 tox	KB-V1 cytotox	S2 tox	IL1B secr inh
41	O=[N+]([O-])c1ccc(Oc2ccc(S(=O)(=O)Nc3ccccc3)cc2)cc1	0%	?	-12%	i	-72*
42	Cc1ccc(N(Cc2cc3ccccc3[nH]c2=O)S(=O)(=O)c2ccccc2)cc1	3%	2%	2%	i	7
43	C=CCn1c(O)c(N=O)c2cc(C)ccc21	5%	6%	?	i	-52*
44	Cn1c(=O)n(C)c2cc(NS(=O)(=O)c3ccc(F)cc3)ccc21	-12%	?	-9%&-5%	i	-25
45	O=C(C(=O)N1CCN(c2ccc(F)cc2)CC1)N1CCCCC1	-9%	?	-3%	i	-22
46	CCCC(CCC)C(=O)Oc1cc(C)[nH]c(=O)c1[N+](=O)[O-]	-1%	0%	-8%	i	17
47	C/C(CC1(O)C(=O)N(Cc2ccccc2)c2ccccc21)=N\O (stereo not drawn)	-5%[9.22 µM]	9%	6%	i	-5
48	CN1CCN(C2=C(Cl)C(=O)N(C3CCCCC3)C2=O)CC1	?	?	?	i	?
49	O=C(Cn1ncc2c([nH]c3ccccc32)c1=O)Nc1ccc(F)cc1F	?	0%	-1%	i	23
50	Cc1cc(C)c2c(c1)C1C=CCC1C(c1ccc(S(=O)(=O)N3CCOCC3)cc1)N2 (stereo not drawn)	-1%	-12%	-7%	i	-14

No.	HT1080-NT tox	ATXN2 expr inh	MCF10A rerep	HT1080 IDH1KD tx
41	?	-14%	?	?
42	-11%	-3%	11%	-8%
43	0%	4%	0%	-16%
44	-4%	59%&42%[activator]	-6%	-1%
45	-1%	2%	-4%	18%
46	10%	-14%	-2%	?
47	-3%	4%	1%	3%
48	5%	-22%	?	-10%
49	-12%	-8%	-1%	-1%
50	7%	16%	?	0%
